Screens: PubChem, several laboratories
MEX-5 binding – C. elegans MEX-5 TCR-2 RNA binding activity; Q9XUB2; MEX-5/FITC-TCR2 RNA binding, fluorescence polarization; stronger effect = lower value; activity score (negative = inhibition of binding), % at 10 µM; hit rate 0.38% among 300,000; AID 1832;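 active means inhibition past about -25% in most replicates, and total fluorescence under double the plate's negative control median, limit read from the data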;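 further: 0% = DMSO and -100% = 5 µM competing unlabeled TCR2 RNA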
PAFAH1B2 inh – inhibitors of human PAFAH1B2; recombinant PAFAH1B2, FP-rhodamine activity probe, fluorescence polarization; P68402; hit rate 1.2% among 340,000; inhibition, % at 3.39 µM;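 active means inhibition above the mean of all tested compounds plus 3 SD, cut at about 24% in these data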;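 further: 0% = enzyme with DMSO and 100% = wells lacking PAFAH1B2; many of its hits are not listed in these tables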
Target sequence (P68402 whole entry, looked up): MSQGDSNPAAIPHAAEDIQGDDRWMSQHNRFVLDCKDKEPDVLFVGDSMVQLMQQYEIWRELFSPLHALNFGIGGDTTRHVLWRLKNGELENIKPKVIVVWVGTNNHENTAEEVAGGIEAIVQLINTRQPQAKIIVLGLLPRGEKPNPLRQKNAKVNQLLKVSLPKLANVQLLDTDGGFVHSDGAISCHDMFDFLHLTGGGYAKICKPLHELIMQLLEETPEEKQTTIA
Fam108B inh – blocks mouse Fam108B hydrolase in RBBP9 counter-screen. recombinant Fam108B, FP-Rh probe fluorescence polarization. inhibition, % at 9.51 µM. hit rate 0.33% among 300,000. AID 1947;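 active means inhibition above the screen mean inhibition plus 3 SD, computed separately per campaign, cut at about 18% in these data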;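 further: inhibitors lower polarization as less probe binds the enzyme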
pPAFAH inh – pPAFAH (human) enzyme inhibition; Q13093; recombinant pPAFAH, FP-rhodamine probe fluorescence polarization; inhibition, % at 3.39 µM; hit rate 1.5% among 330,000; AID 463082;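 active means inhibition above the mean inhibition across the screen plus 3 SD, cut at about 25% in these data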;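 further: inhibitors block binding of the rhodamine activity-based probe so polarization drops; 0% = enzyme with DMSO and 100% = wells lacking pPAFAH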
AHR activator – human AHR activation; AHR-responsive luciferase reporter cells, luminescence; activation, % at 5 µM; hit rate 2.5% among 320,000; P35869; in the data active means activation above about 47%;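 further: 0% = vehicle wells and 100% = reference agonist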
Bcl-xL primary – Bcl-xL (human) inhibition | hit rate 0.7% among 320,000 | GST-Bcl-xL / FITC-Bim BH3 peptide fluorescence polarization | inhibition, % at 10.9 µM | Q07817;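 active means inhibition above the mean of all tested compounds plus 3 SD, cutoff set per campaign, cut at about 30% in these data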;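 further: 0% = DMSO wells and 100% = unlabeled Bim-BH3 peptide competitor; inhibitors lower millipolarization by displacing the labeled peptide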
GLD-1 RNA inh – GLD-1-TGE RNA interaction inhibition (C. elegans); purified GLD-1 + fluorescein TGE RNA, fluorescence polarization; inhibition, % at 5.96 µM; hit rate 0.44% among 320,000; AID 2280;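 active means percent inhibition above a per-plate cutoff, the plate mean of test compounds plus 3 SD, cut at about 30% in these data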;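 further: 0% = DMSO wells with GLD-1 and probe and 100% = wells lacking GLD-1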
Target sequence (Q17339 whole entry, looked up): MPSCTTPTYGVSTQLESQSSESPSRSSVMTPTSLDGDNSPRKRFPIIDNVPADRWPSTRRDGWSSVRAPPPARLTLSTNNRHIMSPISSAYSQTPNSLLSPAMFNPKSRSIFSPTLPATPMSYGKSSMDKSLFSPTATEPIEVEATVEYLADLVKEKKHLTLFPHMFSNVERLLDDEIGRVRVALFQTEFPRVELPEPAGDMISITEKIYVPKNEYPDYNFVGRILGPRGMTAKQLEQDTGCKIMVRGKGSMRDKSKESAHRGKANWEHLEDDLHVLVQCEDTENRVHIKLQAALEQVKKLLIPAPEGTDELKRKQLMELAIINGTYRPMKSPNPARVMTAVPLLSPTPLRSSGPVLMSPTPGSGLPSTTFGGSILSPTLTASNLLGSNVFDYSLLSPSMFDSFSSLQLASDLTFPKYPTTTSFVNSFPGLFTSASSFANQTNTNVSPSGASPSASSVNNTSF
PME-1 inh – blocks human protein phosphatase methylesterase 1. Q9Y570. recombinant PME-1, FP-Rh probe fluorescence polarization. inhibition, % at 5.9 µM. hit rate 0.53% among 320,000;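 active means inhibition above the campaign mean of all compounds plus 3 SD, cut at about 26% in these data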;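 further: competitive labeling of PME-1 active site by serine hydrolase directed probe; 0% = PME-1 with DMSO and 100% = wells lacking PME-1 enzyme; inhibitors block probe labeling so polarization falls and inhibition rises; many of its hits are not listed in these tables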
Target sequence (Q9Y570 whole entry, looked up): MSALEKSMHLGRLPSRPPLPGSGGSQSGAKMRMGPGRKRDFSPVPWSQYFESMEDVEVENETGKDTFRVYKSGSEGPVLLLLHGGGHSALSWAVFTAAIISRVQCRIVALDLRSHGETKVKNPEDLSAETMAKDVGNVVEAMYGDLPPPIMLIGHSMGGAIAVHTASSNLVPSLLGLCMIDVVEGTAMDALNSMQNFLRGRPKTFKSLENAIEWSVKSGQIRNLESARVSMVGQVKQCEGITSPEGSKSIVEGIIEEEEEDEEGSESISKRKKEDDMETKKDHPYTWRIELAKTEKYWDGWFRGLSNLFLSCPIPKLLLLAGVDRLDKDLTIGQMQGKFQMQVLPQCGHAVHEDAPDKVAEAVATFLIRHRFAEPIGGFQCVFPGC
MCL1-BIM inh – MCL1-BIM-BH3 interaction inhibition (human). Q07820. GST-MCL1 / FITC-Bim-BH3 fluorescence polarization. inhibition, % at 10.9 µM. hit rate 0.68% among 320,000. AID 2057;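 active means inhibition above the mean inhibition of all tested compounds plus 3 SD, set per campaign, cut at about 40% in these data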;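 further: 0% = DMSO wells and 100% = unlabeled Bim-BH3 peptide control; higher means more loss of mP so more displacement of Bim peptide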
* hit, by the source's call; · = not tested or not shown. Some of the compounds tested. The share of hits here may be higher or lower than overall.

no.	canonical_smiles	PME-1 inh	MEX-5 binding	Fam108B inh	AHR activator	MCL1-BIM inh	Bcl-xL primary	pPAFAH inh	PAFAH1B2 inh	GLD-1 RNA inh
1	CC1=NN(c2ccc(F)cc2)C(=O)C1C(c1cccc(O)c1)c1c(C)[nH]n(-c2ccc(F)cc2)c1=O (stereo not given)	-2.9	-0.6	9.5	31.7	13.2	8.1	1.1	2.2	4.8
2	CNC(=O)C(=O)NCC1OCCCN1S(=O)(=O)c1ccc2c(c1)OCCO2 (stereo not given)	-1.1	0.0	4.8	1.2	6.2	1.8	-5.0	4.4	0.2
3	Cc1cc(C(=O)CSc2nnc(-c3ccco3)o2)c(C)n1Cc1ccco1	-3.6	-4.7	-0.9	-5.9	-9.2	-6.1	-1.1	0.7	2.4
4	Nc1nc(COC(=O)C2CC(=O)N(Cc3ccccc3)C2)nc(Nc2ccccc2)n1 (stereo not given)	7.7	·	·	1.9	-1.4	-3.0	2.2	-2.3	5.0
5	Cc1ccccc1OCCNC(=O)/C=C/c1ccc([N+](=O)[O-])cc1	-2.5	0.0	6.2	-0.1	-0.6	2.1	8.6	1.9	-1.7
6	Clc1ccccc1-c1nc(/C=N/N2CCOCC2)c2ccccn12	5.0	3.7	1.3	13.4	-1.7	4.0	0.4	-0.5	-1.1
7	CCN(CC)CCC/C(=N\O)C(O)(c1ccccc1)c1ccccc1	-1.4	-1.2	-1.4	0.4	4.2	4.9	-1.3	3.0	-2.5
8	COc1ccc(CNC(=O)C2CCC(CNS(=O)(=O)c3cccc4cccnc34)CC2)cc1 (stereo not given)	6.4	-2.2	-4.4	4.3	-6.4	-0.2	-0.6	2.6	-8.0
9	COCCNC(=O)c1cnn2c(C(F)(F)F)cc(-c3ccc4c(c3)OCO4)nc12	-3.2	6.4	1.1	18.2	4.5	1.6	1.8	2.6	0.5
10	COc1cc(OC)nc(NC(=O)CCl)n1	-6.6	1.8	0.6	1.1	8.6	4.3	-1.4	-0.3	1.6
11	O=C(O)CCc1cccnc1	1.7	4.0	-0.2	0.5	0.1	6.7	5.0	5.7	-0.1
12	Cn1cc(C(=O)NCc2ccc(Cl)cc2)c(=O)c2cc(S(=O)(=O)N3CCOCC3)ccc21	3.7	-0.5	2.8	-0.5	2.7	0.7	3.9	3.7	5.0
13	Cc1cnn(C(=S)NCc2ccco2)c1	-1.3	0.1	-2.2	2.5	9.1	8.5	7.7	3.1	5.0
14	O=C(Nc1cccn(Cc2c(Cl)cccc2Cl)c1=O)C1CC1	-5.2	1.5	-3.5	-3.3	5.1	-2.7	2.9	5.5	8.2
15	CCOC(=O)N1CCN(CC(O)COCc2ccc(OC)c(OC)c2)CC1 (stereo not given)	1.4	-2.0	2.3	-1.5	-3.2	-2.2	1.5	3.5	2.7
16	CCOC(=O)C1CCN(S(=O)(=O)c2ccc(C)c(C(=O)NC3CCCCC3)c2)CC1	-0.3	-1.5	-5.7	-2.8	4.3	2.7	4.5	2.9	-3.0
17	CCc1nc(C)ccc1OCC(=O)NCCCN(C)C	2.3	-3.6	-0.6	-0.3	0.5	-3.3	2.1	1.9	7.7
18	C1CCC2(CC1)OCC1(CO2)COC2(CCCCC2)OC1	-0.5	2.5	-0.5	2.4	4.6	7.0	2.8	-2.7	5.6
19	Cc1ccc(C)c(OCc2cc(C(=O)N3CCOCC3)no2)c1	-2.5	1.7	2.2	6.3	1.0	5.7	4.6	0.6	-0.8
20	CC(=O)N1CCN(C(=O)c2ccc3oc(CCCc4ccccc4)nc3c2)CC1	5.6	-0.5	-0.2	1.9	0.2	0.6	4.0	5.9	4.7
21	CCc1cccc(N(C(=O)c2csnn2)C(C(=O)NC(C)(C)C)c2ccccn2)c1 (stereo not given)	-2.8	-4.8	-0.9	-1.4	0.9	8.9	6.2	-1.8	-1.2
22	Cc1ccc(NC(=O)Nc2ccc3oc(C)nc3c2)cc1	-30.5	0.6	0.6	-8.1	3.8	7.9	2.5	7.2	5.1
23	COC(=O)C1CCN(Cc2cc(=O)oc3cc(C)c(Cl)cc23)CC1	3.2	1.5	2.0	-0.4	1.4	5.7	6.6	-8.3	3.1
24	CCOC(=O)Cc1csc(NC(=O)c2c(O)c3c(n(CC(C)C)c2=O)CCCC3)n1	-5.6	-3.3	-4.6	-0.8	4.6	1.9	7.2	3.8	3.6

Among those listed so far, these contain an aryl methoxy group:
no.	canonical_smiles	PME-1 inh	MEX-5 binding	Fam108B inh	AHR activator	MCL1-BIM inh	Bcl-xL primary	pPAFAH inh	PAFAH1B2 inh	GLD-1 RNA inh
8	COc1ccc(CNC(=O)C2CCC(CNS(=O)(=O)c3cccc4cccnc34)CC2)cc1 (stereo not given)	6.4	-2.2	-4.4	4.3	-6.4	-0.2	-0.6	2.6	-8.0
10	COc1cc(OC)nc(NC(=O)CCl)n1	-6.6	1.8	0.6	1.1	8.6	4.3	-1.4	-0.3	1.6
15	CCOC(=O)N1CCN(CC(O)COCc2ccc(OC)c(OC)c2)CC1 (stereo not given)	1.4	-2.0	2.3	-1.5	-3.2	-2.2	1.5	3.5	2.7

More structures.
no.	canonical_smiles	PME-1 inh	MEX-5 binding	Fam108B inh	AHR activator	MCL1-BIM inh	Bcl-xL primary	pPAFAH inh	PAFAH1B2 inh	GLD-1 RNA inh
25	COc1ccc(OC)c(NC(=O)Cn2c(CCC(=O)O)ccc2-c2ccccc2)c1	-1.5	1.0	-0.3	10.1	1.6	-1.9	5.5	1.9	3.4
26	CCOC(=O)C1=C(C)OC(N)=C(C#N)C1c1cccs1 (stereo not given)	-1.1	-1.9	0.9	1.8	15.8	12.3	5.8	·	4.1
27	O=C(Nc1nnc(-c2ccncc2)s1)C1CCCO1 (stereo not given)	-1.9	-3.2	-7.0	12.5	5.5	-1.2	6.4	1.7	-3.3
28	Cc1ccc(C(=O)N/C(=C\c2cn(S(=O)(=O)N(C)C)c3ccccc23)C(=O)NCCCn2ccnc2)cc1	-6.0	-3.8	7.1	4.3	-0.5	2.9	1.9	1.3	-1.4
29	Cc1occc1C(=O)Nc1nccs1	3.5	1.5	2.4	9.6	10.7	7.3	-1.8	5.5	5.5
30	CCC(C)c1ccccc1NC(=S)Nc1cccnc1 (stereo not given)	-0.8	-1.8	-6.9	5.9	0.8	-3.1	4.6	-1.6	0.8
31	Cn1c(=O)c2c(nc(N/N=C/c3cccs3)n2Cc2ccccc2)n(C)c1=O	1.0	-2.3	-2.4	13.9	5.5	-3.7	6.6	-1.3	1.9
32	COc1cc(C(C#N)N2CCC(c3ccccc3)=N2)ccc1O (stereo not given)	1.2	1.5	-2.0	-0.1	3.8	5.9	1.8	2.7	1.3
33	O=C(C1CCC(Cn2c(=S)[nH]c3ccccc3c2=O)CC1)N1CCOCC1 (stereo not given)	-2.4	1.2	6.8	-1.8	4.4	6.5	-1.3	-0.1	7.3
34	Cc1cc(-c2nn(-c3ccccc3F)cc2CN2CCCC(O)C2)c(C)s1 (stereo not given)	-3.2	-1.5	1.7	10.0	0.5	2.9	1.4	1.9	4.2
35	O=C(NCc1ccc2c(c1)OCO2)C1CC(=O)N(c2ccc(Cl)cc2)C1 (stereo not given)	3.6	-1.7	-4.4	0.4	2.9	2.9	5.7	0.8	-1.1
36	CCCn1nc(C(=O)N2CCN(c3ccccn3)CC2)c2ccccc2c1=O	·	·	·	1.2	·	·	1.4	2.4	-1.3
37	CCOc1ccc(OCC)c(NC(=O)CSc2nnc(Cn3cnc4ccccc43)n2C)c1	-0.3	·	-2.5	3.0	-4.8	0.0	9.0	1.8	-4.7
38	CCOC(=O)COn1c(=O)c(=O)n(OC)c2ccccc21	-2.8	-1.2	0.5	11.2	14.7	13.6	0.6	6.1	0.2
39	O=C(NCc1ccco1)c1ccccc1-c1nc(-c2ccccc2)no1	0.2	0.6	-3.3	5.5	0.1	-8.8	0.1	0.7	-5.9
40	CSCCC(NC(=O)c1ccc([N+](=O)[O-])cc1Cl)C(=O)OCC(=O)NC1CCCC(C)C1C (stereo not given)	1.9	-2.0	-3.5	-5.3	5.5	2.4	5.3	8.3	-2.1
41	Cn1c(SCC(=O)NNC(=O)c2ccc(Cl)cc2)nnc1-c1cccnc1	-2.1	0.1	0.7	2.2	-5.0	1.6	5.7	3.8	-2.0
42	COc1ccc2c(c1)[C@@H]1[C@H](CO2)[C@H](c2ccccc2)[C@]2(C)C(=O)Nc3ccc(C)cc3C(=O)N12	-5.9	·	-5.3	4.4	-3.6	0.6	0.5	3.9	2.5
43	Cc1cccc(NC(=O)c2cc(S(=O)(=O)N3CCc4ccccc43)cn2C)c1C	-6.2	0.3	4.3	2.9	-0.4	2.2	0.0	0.1	-1.8
44	O=C(CCN1C(=O)c2ccccc2C1=O)N1CCOCC1	8.3	-0.9	4.0	-1.1	1.9	6.2	-1.5	-0.1	-1.3
45	O=S(=O)(c1cc(F)ccc1F)N1CCN(c2ccccn2)CC1	-0.8	0.4	-1.0	5.8	5.3	3.5	2.2	2.0	6.8
46	COC(=O)c1cc(S(=O)(=O)N(C)Cc2ccco2)c[nH]1	3.7	0.9	1.7	0.3	-3.6	1.8	-3.5	-3.2	-6.0
47	c1ccc(-c2nnc(CN3CCN(c4ccccc4)CC3)o2)cc1	5.1	-1.9	-0.1	0.9	0.1	-0.9	6.2	3.7	1.3
48	Cc1ccc(C)c(Nc2cc(C(=O)NCc3cccnc3)c3ccccc3n2)c1	5.9	0.3	3.4	17.9	-2.4	-0.3	0.9	1.0	2.9
49	CN1CC2([N+](=O)[O-])CC=C(OCCO)C([N+](=O)[O-])(C1)C2 (stereo not given)	-0.2	1.4	0.8	-1.9	4.5	2.9	-1.8	12.4	1.1
50	COc1cccc(NC(=O)CNC(=O)Cn2cnc3sc(C)c(C)c3c2=O)c1	-0.2	-1.8	-2.5	3.6	6.7	6.3	2.9	-2.0	-7.1
51	COc1ccc(Nc2nc(-c3sc(C)nc3C)cs2)cc1	4.9	-2.2	6.7	44.0	6.7	3.2	4.5	2.9	0.8
52	CCn1nc(NS(=O)(=O)c2ccc(NC(C)=O)cc2)c2cc3ccccc3nc21	1.5	0.6	1.9	5.7	16.6	15.3	3.9	7.6	0.5
53	CS(=O)(=O)NCc1csc(-c2ccccc2)n1	4.3	1.4	2.8	-1.6	-3.1	3.0	0.6	-5.3	6.3
54	CC(=O)N1CCc2cc(Br)cc(S(=O)(=O)CCC(=O)N3CCN(c4ccccn4)CC3)c21	-2.6	-1.1	1.5	2.7	7.0	0.1	-0.2	0.6	9.2
55	COc1ccc(S(=O)(=O)N2CCCCCC2)cc1C(=O)N(C)Cc1cccc(OC)c1OC	20.0	-0.7	-4.6	-1.9	-5.5	1.3	1.7	1.7	7.6
56	O=C(CNc1cccc(S(=O)(=O)N2CCCC2)c1)Nc1ccc(F)cc1F	4.7	-0.7	0.3	-0.1	-5.8	4.2	-1.5	4.6	3.4
57	CCC(=O)NC1OC(CO)C(O)C(O)C1O (stereo not given)	3.5	-0.8	3.0	-2.4	-7.0	0.6	0.7	2.9	-5.0
58	O=C(Nc1ccc(C(=O)N2CCCC(CO)C2)cc1)c1ccc(Br)o1 (stereo not given)	·	·	·	-0.2	·	·	2.8	7.7	3.0
59	Cc1ccc(C2=Nc3ccc(Br)cc3C(c3ccncc3)=NN2)cc1	-5.6	-0.4	-4.2	21.6	-4.6	2.2	-3.5	2.6	1.2
60	O=C(Nc1cccc(S(=O)(=O)N2CCCC2)c1)c1ccc2c(=O)n3c(nc2c1)CCCCC3	2.3	1.4	1.7	4.0	3.7	3.8	2.4	-1.5	-5.3
